Screens from PubChem BioAssay.
CHO-K1 Ca antag: M1 antagonist counterscreen hit in parental CHO-K1 cells; ATP-induced calcium, Fluo-8 fluorescence; inhibition, % at 3 µM; actives 0.6% (n = 360,000); AID 602250;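 active = inhibition above a per-plate cutoff, the plate's mean sample inhibition plus 3 SD, cut at about 24% in these data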;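 note: 0% = DMSO plus EC80 ATP and 100% = DMSO alone without ATP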
TAAR1 antag: antagonists of human TAAR1. CHO RD-HGA16 TAAR1, Fluo-8 calcium fluorescence, antagonist. inhibition, % at 3 µM. actives 1.5% (n = 360,000). AID 624466;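 active = inhibition above a per-plate cutoff, the mean inhibition of test compounds on that plate plus 3 SD, cut at about 49% in these data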;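 note: 0% = DMSO plus EC80 beta-PEA response and 100% = DMSO alone without agonist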
Target sequence (Q96RJ0 whole entry, looked up): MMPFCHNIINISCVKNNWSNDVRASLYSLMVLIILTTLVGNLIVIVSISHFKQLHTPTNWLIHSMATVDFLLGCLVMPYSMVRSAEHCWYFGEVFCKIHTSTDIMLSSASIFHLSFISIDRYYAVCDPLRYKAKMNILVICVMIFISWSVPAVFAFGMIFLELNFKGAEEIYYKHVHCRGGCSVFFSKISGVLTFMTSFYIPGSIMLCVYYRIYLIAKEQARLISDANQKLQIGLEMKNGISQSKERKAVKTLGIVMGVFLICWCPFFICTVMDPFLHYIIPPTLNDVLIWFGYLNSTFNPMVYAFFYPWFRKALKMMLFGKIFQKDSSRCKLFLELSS
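Assay system: CHO-derived RD-HGA16 cells stably expressing human TAAR1 plus Gα16. Timing: 140 s kinetic read after compound, 140 s after agonist. Technique: kinetic Fluo-8 calcium fluorescence measurement. Measure: % inhibition of agonist calcium response.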
CHO-K1 Ca PAM: nonselective activator or artifact in parental CHO-K1 calcium assay; activation, % at 3 µM; ATP EC20, Fluo-8 calcium fluorescence; 0% at ATP EC20, 100% at ATP max; actives 0.02% (n = 360,000);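 active = activation above the run cutoff, the mean activation of all test compounds plus 3 SD, cut at about 40% in these data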;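 note: peak over basal fluorescence ratio in a 140 s read after ATP addition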
OXTR potentiator: potentiates the human oxytocin receptor response; P30559; CHO-OTR cells, Fluo-8 calcium fluorescence, potentiator mode; 0% = oxytocin EC15, 100% = EC100; activation, % at 3 µM; actives 0.061% (n = 320,000);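 active = activation above that plate's cutoff, the mean activation of tested compounds plus 3 SD, cut at about 6.6% in these data, passing the limit was not always enough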;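 note: 100% uses oxytocin at 75 nM as the full agonist control; some results filed as inactive read as strong as hits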
Target sequence (P30559 whole entry, looked up): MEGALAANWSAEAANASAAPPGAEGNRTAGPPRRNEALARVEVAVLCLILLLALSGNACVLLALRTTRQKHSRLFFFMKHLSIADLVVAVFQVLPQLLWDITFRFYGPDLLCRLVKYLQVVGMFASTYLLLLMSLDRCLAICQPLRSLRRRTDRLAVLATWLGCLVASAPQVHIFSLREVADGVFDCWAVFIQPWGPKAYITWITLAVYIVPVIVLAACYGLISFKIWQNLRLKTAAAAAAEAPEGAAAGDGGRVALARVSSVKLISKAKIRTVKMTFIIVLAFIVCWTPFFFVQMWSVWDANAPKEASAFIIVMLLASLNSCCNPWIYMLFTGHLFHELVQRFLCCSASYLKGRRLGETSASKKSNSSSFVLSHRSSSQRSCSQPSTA
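Replication – single well per compound, singlicate · Assay system – CHO cell line stably expressing human OTR · Timing – 6 min pre-incubation, 100 s read · Measure – normalized max/min fluorescence ratio, % activation · Doses – 3.0 µM, one dose · Detection – Fluo-8 calcium dye fluorescence · Probe or stimulus – oxytocin near EC15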
CHO-K1 Ca ag: counter-screen for M1 agonists: effect in parental CHO-K1 cells | Fluo-8 calcium fluorescence; scaled to maximal ATP response, vehicle zero | activation, % at 3 µM | actives 0.48% (n = 360,000); in the data active = activation above about 15%;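 note: untransfected CHO-K1 host cells lacking M1 receptor as counterscreen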
V1aR counter: activates human V1a receptor in oxytocin agonist counter-screen; CHO-V1R cells, Fluo-8 calcium fluorescence, agonist mode; 0% DMSO, 100% 3 nM vasopressin; activation, % at 3 µM; actives 0.25% (n = 320,000);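 active = activation above the mean activation of all tested compounds plus 3 SD, per screening run, cut at about 20% in these data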;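 note: signal is peak over basal fluorescence ratio across a 100 second FLIPR read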
CHO parental Ca: signal in parental CHO cells, OX1R antagonist counter-screen; parental CHO-K1, ATP-induced calcium, Fluo-8 fluorescence; AID 463079; actives 0.63% (n = 330,000); inhibition, % at 5.6 µM;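 active = inhibition above that plate's mean sample inhibition plus 3 SD, cut at about 26% in these data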;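 note: 0% = ATP-challenged DMSO wells and 100% = DMSO wells without ATP; some compounds past the cut are filed as inactive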
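Test system: untransfected parental CHO cell line. Compound: one dose, 5.6 µM nominal. Detection: intracellular calcium via Fluo-8 no-wash fluorescent dye. Measure: % inhibition. Benchmarks: ATP-challenged DMSO wells low, unchallenged DMSO wells high.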
OXTR ag: activates the human oxytocin receptor | activation, % at 3 µM | CHO-OTR cells, Fluo-8 calcium fluorescence; normalized: DMSO 0%, oxytocin 100% | P30559 | AID 2435 | actives 0.32% (n = 320,000);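 active = activation above the mean of all tested compounds plus 3 SD, cutoff set per screening run, cut at about 20% in these data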;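 note: peak over basal fluorescence ratio from a 100 s FLIPR kinetic read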
GPR7 antagonist: antagonists of human GPR7 (neuropeptides B/W receptor 1); GPR7-expressing cells, fluorescence antagonist assay; inhibition, % at 4.4 µM; actives 1.1% (n = 290,000); AID 1861; in the data active = inhibition above about 16%, passing the limit was not always enough;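 note: cells stimulated with the agonist NPW; 0% = agonist with vehicle and 100% = vehicle without agonist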
Target sequence (P48145 whole entry, looked up): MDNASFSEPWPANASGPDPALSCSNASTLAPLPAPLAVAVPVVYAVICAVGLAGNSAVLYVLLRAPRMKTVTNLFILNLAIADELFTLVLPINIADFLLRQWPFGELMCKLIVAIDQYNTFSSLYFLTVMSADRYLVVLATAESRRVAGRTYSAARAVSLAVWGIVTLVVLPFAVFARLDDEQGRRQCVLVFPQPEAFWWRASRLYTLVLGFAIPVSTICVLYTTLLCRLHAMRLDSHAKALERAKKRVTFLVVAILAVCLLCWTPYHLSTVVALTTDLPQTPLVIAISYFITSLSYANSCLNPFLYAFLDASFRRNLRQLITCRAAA
Starred values were filed as active, the others as inactive; nt = not tested or not shown.

SMILES	CHO-K1 Ca antag	TAAR1 antag	CHO-K1 Ca PAM	OXTR potentiator	CHO-K1 Ca ag	V1aR counter	CHO parental Ca	OXTR ag	GPR7 antagonist
CN(Cc1cccnc1)C(=O)Cc1ccc(NS(=O)(=O)c2cccc(C(F)(F)F)c2)cc1	-5.5	-6.2	-25.3	-27.4	4.5	8.2	-5.7	3.5	20.6
C/C(=N\Nc1ccc([N+](=O)[O-])cc1[N+](=O)[O-])c1cc2c(ccc3ccccc32)oc1=O	nt	nt	nt	-0.2	nt	0.1	-2.0	0.7	-0.6
CC(C)CC(=O)Nc1c(C(=O)N2CCN(Cc3ccccc3)CC2)oc2ccccc12	-14.3	-28.1	5.1	-11.6	-0.4	-1.2	-24.6	-2.0	2.2
Cn1c(=O)n(C)c2cc(NC(=O)COc3ccc(Cl)cc3)ccc21	-12.7	-17.8	-5.7	-10.8	8.3	3.9	-17.1	6.3	-19.9
Cc1ccc(OCc2ccc(Br)cc2)c([N+](=O)[O-])n1	nt	1.9	nt	-8.7	nt	-0.5	11.8	-2.1	-1.2
COc1cccc(C2=CC(c3ccc(N(C)C)cc3)n3ncnc3N2)c1 (stereo not drawn)	nt	nt	nt	-18.9	nt	4.8	-7.2	0.8	-8.8
COc1ccc(OCCC(=O)N2CCOCC2)cc1	-7.5	3.7	16.6	-2.3	0.6	0.9	-7.7	0.9	2.5
CCOC(=O)c1cnc2ccc(C)cc2c1Sc1ccccc1	-17.6	-5.1	12.8	-16.3	-0.3	-1.9	-32.4	-2.5	-4.7
CCOC(=O)C1(C)/C(=N/Nc2cccc(Cl)c2)C(=O)C(=O)N1c1ccccc1 (stereo not drawn)	-2.7	-18.9	10.5	-5.0	0.4	0.5	-16.9	-1.0	-10.7
COc1ccc(N=Nc2cc(-c3ccccc3)ccc2O)cc1	-12.3	-13.1	6.7	-11.3	-0.1	0.3	-8.1	-1.1	-22.1
COc1ccc(C2=NO[C@@](CC(=O)O)(C(=O)Nc3ccc4c(c3)OCCO4)C2)cc1	-16.7	-23.1	12.8	-0.3	1.6	1.1	-3.4	-0.4	-5.1
COc1cc(/C=C/C(=O)OCC(=O)NC(=O)NC(C)C)ccc1O	-3.7	-10.2	-8.8	-3.7	0.2	1.7	0.1	0.1	4.6
Nc1nc(-c2ccco2)nc(N2CCCCC2)n1	3.0	-4.1	-6.4	-4.4	-0.3	-1.1	-8.2	0.3	6.6
COc1ccc(NCc2nnc(SCC(=O)N3CCCc4ccccc43)o2)cc1	-3.9	-0.9	-1.8	-8.5	0.0	0.3	-19.8	1.4	2.3
Cc1cccc(NC(=O)C2CCN(c3nccc(C)n3)CC2)c1	-4.0	-5.3	15.1	-1.3	1.1	0.4	-14.1	-0.1	-5.5
CC1(C)CC(=O)C=C(NNC(=O)C2CCCCC2)C1	-3.6	-12.4	1.3	-4.7	0.4	-0.1	-11.2	-0.6	2.8
CCC1CCCCN1CCCNC(=O)c1cn(C)c2ccc(S(=O)(=O)N3CCOCC3)cc2c1=O (stereo not drawn)	-0.4	4.3	-6.5	-2.1	0.2	-0.8	-12.7	0.4	-1.7
COc1cccc(OC)c1C(=O)Nn1c(-c2cccs2)nc2ccccc2c1=O	-4.2	26.4	14.1	-12.6	3.7	-0.3	-8.9	-0.4	-5.8
CCOc1ccc(OCC)c(NC(=O)C2CCCN(c3ncccn3)C2)c1 (stereo not drawn)	-20.2	-7.5	14.2	-3.3	1.6	-1.6	-22.3	-1.1	-8.6
O=C(Nc1cccc(-c2nnn(CC(=O)N3CCc4ccccc4C3)n2)c1)C1CCC1	-4.2	24.5	11.7	-6.6	2.6	2.1	-17.5	1.3	-8.9
O=C(CCc1nnc2ccc(NCc3ccccc3)nn12)NCC1CCN(C2CCCC2)C1 (stereo not drawn)	-10.5	8.6	2.3	-6.8	0.6	0.0	-7.0	0.1	3.5
CC(=O)Nc1cccc(-c2csc(Nc3cccc(C)n3)n2)c1	2.3	-10.1	0.1	-0.9	0.9	-0.5	-37.1	-1.1	-16.3
CN(CC(=O)Nc1ccc2c(c1)OCCO2)S(=O)(=O)c1ccc(F)cc1	-17.6	-7.9	13.4	-5.8	2.2	0.1	-12.6	0.4	-11.1
CC1CC(C)CN(c2ncc3c(n2)CC(c2ccccc2)CC3=O)C1 (stereo not drawn)	-11.4	-2.4	2.4	-13.8	0.3	-0.1	-32.6	-1.9	-3.5
O=C(CSc1nnnn1C1CCCC1)N1CCN(C(=O)c2ccco2)CC1	-19.8	-24.8	5.5	-9.0	0.4	0.5	-2.5	-0.6	-6.0

(more compounds)
SMILES	CHO-K1 Ca antag	TAAR1 antag	CHO-K1 Ca PAM	OXTR potentiator	CHO-K1 Ca ag	V1aR counter	CHO parental Ca	OXTR ag	GPR7 antagonist
O=C(Cn1c(COc2ccccc2)nc2ccccc21)Nc1cccc(Cl)c1	-3.7	-29.4	19.6	-8.3	0.9	3.6	5.0	1.1	3.2
CCOc1ccc(C2NC(=O)C(C#N)=C(S)N2c2cccc(C)c2)cc1OC (stereo not drawn)	-9.0	28.6	4.6	-0.1	-0.5	1.4	-1.6	1.1	-5.8
Cc1ccc(C(=O)NCC(c2ccco2)N2CCc3ccccc32)cc1 (stereo not drawn)	-2.0	-27.3	2.3	-7.1	-0.3	-1.5	-23.1	-2.1	nt
COCCNC(=O)C1CCCN(C(=O)c2sc(-c3ccccc3)nc2C)CC1 (stereo not drawn)	4.6	-11.8	2.8	nt	-0.1	nt	nt	nt	nt
N/C(=N\OC(=O)c1ccc(Cl)cc1Cl)c1ccccn1	-4.6	-3.8	16.6	-9.7	0.3	-0.8	-16.8	2.1	-6.2
Cc1cccc(/C=C2\CCC(=C3SCCCS3)C2=O)c1	-7.3	22.4	11.8	-1.9	0.7	-0.7	-1.0	-0.7	10.1
Cc1ccc(SCc2c(C(=O)N/N=C/c3ccoc3)nnn2-c2nonc2N)cc1	-11.4	-10.3	1.8	-6.9	1.8	5.8	-18.7	2.0	-19.4
Cn1ccnc1SCC(=O)Nc1nc2c(F)c(F)c(F)cc2s1	-13.0	-6.0	5.2	-7.5	1.4	2.8	16.1	1.2	-1.7
CCN1C(=O)c2cccc3c(S(=O)(=O)Nc4c(C)n(C)n(-c5ccccc5)c4=O)ccc1c23	-4.8	6.0	10.0	-0.6	0.3	0.1	-23.2	-1.0	-3.0
Cc1c(C(C)(C)O)[nH]c2cc(C(F)(F)F)ccc12	-11.5	5.6	9.9	-4.6	3.1	5.4	-8.4	0.6	-1.8
OC1(c2ccc3ccccc3c2)CCN(Cc2ccccc2)C1 (stereo not drawn)	-2.3	nt	17.4	-5.8	2.0	2.6	-15.5	6.3	2.8
Cc1ccc2c(c1)C1CN(C)CCC1N2C(=S)NC(=O)c1ccc(Cl)cc1Cl (stereo not drawn)	-12.9	0.2	3.2	-9.0	0.3	-0.6	1.0	0.5	1.6
CCc1cccc(NS(=O)(=O)c2ccc3c(c2)N(C)CCO3)c1	-2.8	20.6	11.1	-14.0	9.8	6.8	1.3	11.4	-0.8
CCc1nc2ccc(C(=O)Nc3cccc(NS(C)(=O)=O)c3)cn2c1N(CC)CCOC	1.6	17.1	9.5	nt	2.6	nt	nt	nt	nt
Cc1ccc(C)c(NC(=O)c2nnn(Cc3ccccc3)c2N)c1	3.6	-6.7	19.8	1.2	3.3	3.3	-3.2	4.3	10.6
Cc1ccnc(NC(=O)CNC(=O)Cc2cccc3ccccc23)c1	4.9	-7.4	5.6	-3.7	-0.2	0.2	-2.9	0.4	nt
Cc1ccc(S(=O)(=O)NCCCN(C)C)cc1	1.4	-0.9	-1.8	-4.1	0.0	0.2	-12.9	0.3	-11.2
CC(Oc1ccccc1)C(=O)Nc1ccc(F)c(S(=O)(=O)N2CCOCC2)c1 (stereo not drawn)	10.0	-17.5	-6.9	nt	1.1	nt	nt	nt	nt
O=C(NNC(=S)NCc1ccco1)c1ccc(Cl)s1	-10.0	12.9	22.6	-5.0	2.1	2.5	-13.2	2.0	-7.9
CCN(CC)CCN1C(=O)C(=O)/C(=C(/O)c2cnn(-c3ccccc3)c2C)C1c1cccnc1 (stereo not drawn)	0.3	5.8	7.6	-15.8	0.1	0.2	5.2	0.1	7.5
COCC(C)OC(=O)c1c(N)n(CC(C)C)c2nc3ccccc3nc12 (stereo not drawn)	16.1	-4.0	-10.7	-15.7	-0.6	-0.7	-22.9	-2.8	6.0
COc1cc(/C=C2/C(=O)N(c3ccccc3)N=C2C)ccc1OS(=O)(=O)c1ccccc1	nt	nt	nt	0.2	nt	2.1	3.9	-0.7	-10.1
CC(C)NC(=O)CSc1nnc(CNC(=O)OC(C)(C)C)n1C	1.0	-4.3	-16.4	-2.5	0.1	-0.1	-14.6	-0.3	-4.9
Cc1cccc(C)c1NC(=S)/N=C/N(C)C	-12.3	16.0	22.3	-8.9	1.4	1.2	13.6	0.9	-6.3
O=C(CN1CCN(c2ccccc2)CC1)N/N=C/c1cccc(F)c1	1.8	-8.6	16.7	-5.7	11.4	0.8	-7.0	0.5	-4.0

Next part; the last 2 above are carried over.
SMILES	CHO-K1 Ca antag	TAAR1 antag	CHO-K1 Ca PAM	OXTR potentiator	CHO-K1 Ca ag	V1aR counter	CHO parental Ca	OXTR ag	GPR7 antagonist
Cc1cccc(C)c1NC(=S)/N=C/N(C)C	-12.3	16.0	22.3	-8.9	1.4	1.2	13.6	0.9	-6.3
O=C(CN1CCN(c2ccccc2)CC1)N/N=C/c1cccc(F)c1	1.8	-8.6	16.7	-5.7	11.4	0.8	-7.0	0.5	-4.0
C[N+](C)(CC#Cc1ccccc1)CC(=O)c1ccccc1	-2.4	-0.2	10.1	-4.9	0.8	0.1	-2.0	-0.8	-3.4
CC(NC(=O)c1cc([N+](=O)[O-])cc([N+](=O)[O-])c1)C1CC2CCC1C2 (stereo not drawn)	-9.4	-21.3	-1.7	-7.1	5.7	-1.7	-19.5	-2.2	-7.5
Cc1cccc(S(=O)(=O)C(C#N)c2nc3ccccc3nc2N2CCCC2)c1 (stereo not drawn)	26.7*	-7.2	-8.9	-18.9	0.0	0.7	-7.8	0.7	-4.9
N#CCC(=O)Nc1ccc(C(=O)OCC(=O)C23CC4CC(CC(C4)C2)C3)cc1	3.4	-21.4	10.6	-8.6	2.0	-0.4	-1.4	2.6	nt
CCC(=O)N1CCc2cc(S(=O)(=O)CCC(=O)NCc3ccco3)ccc21	0.8	7.6	14.0	0.4	0.1	-0.5	-8.2	-0.3	4.1
Cc1ncc([N+](=O)[O-])n1CC(=O)Nc1ccccc1F	-2.0	-7.1	-14.8	-10.0	0.4	-0.1	0.2	-0.7	-18.6
CC(=O)Nc1ccc(N2C(=O)CC(N3CCSCC3)C2=O)cc1 (stereo not drawn)	1.3	1.1	13.9	-8.5	0.7	0.2	-9.3	-0.2	-7.5
CCC(=O)N1c2ccc(S(=O)(=O)NCc3ccccc3)cc2CC1C (stereo not drawn)	-3.8	-8.4	-21.4	-22.0	6.3	5.0	12.4	6.5	6.7
